Screens as filed in PubChem BioAssay.
b-catenin transl: beta-catenin nuclear translocation modulation; HeLa beta-catenin nuclear translocation, immunofluorescence imaging; 190,000 tested, 0.3% active; nuclear translocation activity, % at 5 µM;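 active means nuclear translocation activity above 50% at 5 µM, with a well cell count of 50 or more; inconclusive means wells under 50 cells across six images, flagged as toxic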;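 further: per-cell ratio of nuclear to cytoplasmic median beta-catenin stain intensity; plate controls were DMSO negative control for no effect and GSK-3 inhibitor IX positive control for full effect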
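System: HeLa cells, endogenous beta-catenin; compound dosing: 5 µM primary single dose, 0.1% DMSO, 0.02–20 µM confirmation series; incubation: 24 h compound exposure at 37°C, 5% CO2; signal: beta-catenin immunofluorescence imaging with DAPI; evaluation: % activation, nuclear-to-cytoplasmic median beta-catenin signal ratio per cell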
T cell modulator: T cell immune modulators affecting CD8 T cell-vesicle binding. 2C CD8+ T cell-vesicle binding, flow cytometry; active compounds read low. calls only at 7 µM. 330,000 tested, 0.068% active;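 active means response, share of CD8 T cells binding vesicles, and their 90th percentile fluorescence all below set limits, cut at about 80% in these data, passing the limit was not always enough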
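System: murine 2C transgenic CD8+ T lymphocytes; also added: QL9-loaded Drosophila micro-vesicles; times: binding 1.5 h at 37 °C; measured by: flow cytometry, PE anti-B7-1 (FL2) versus Alexa647 anti-CD8 (FL8), PFA-fixed; control set: Peptide-free naked vesicles (low) and QL9 vesicles with 0.7% DMSO vehicle (high)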
Myeloid diff 2: myeloid differentiation induction | ER-HoxA9 myeloid progenitors, lysozyme-GFP differentiation, flow cytometry | calls only at 10 µM | 360,000 tested, 1% active | AID 624256;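 active means normalized GFP-positive differentiation at or above the plate's own cutoff, the solvent-only control mean plus 3 SD; inconclusive means no clear call, values can overlap the other calls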;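 further: cells exposed to compound for four days before flow analysis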
West Nile antiviral: inhibition of WNV-induced cytopathic effect – cell-based, CPE readout (AID 1621); West Nile virus-infected cells, CPE inhibition; higher % means a stronger effect; CPE inhibition, % at 10 µM; hits with a dose series show IC50 in µM; 290,000 tested, 0.02% active; in the data active means a potency from the dose series; inconclusive means CPE inhibition mostly from about 3.7% at the one dose, without a potency; inactive means the rest, 99 in 100 with CPE inhibition below about 2.2%; further: strong numbers were not always called active
SV40 large T antigen: TAg ATPase/helicase activity blockers – biochemical (AID 1903); SV40 large T antigen ATPase/helicase inhibition assay; higher % means a stronger effect; one-dose inhibition, % at 20 µM; IC50 in µM for titrated hits; 310,000 tested, 0.39% active; in the data active means a potency from the dose series; inconclusive means inhibition mostly from about 32% at the one dose, without a potency; inactive means the rest, 99 in 100 with inhibition below about 32%; further: strong numbers were not always called active
RSV antiviral HEp-2: inhibition of RSV-induced cytopathic effect – HEp-2 cells, primary 10 µM value included (AID 2391). HEp-2 cells, RSV-induced CPE inhibition; higher % means a stronger effect. CPE inhibition, % at 10 µM, or IC50 in µM where a hit was titrated. 310,000 tested, 0.13% active; in the data active means a potency from the dose series; inconclusive means CPE inhibition mostly from about 23% at the one dose, without a potency; inactive means the rest, 99 in 100 with CPE inhibition below about 21%; further: strong numbers were not always called active
Rac1 GTP hydrolysis: MgcRacGAP GTPase-activating activity inhibitors, confirmation, biochemical, ADP Hunter fluorescence; MgcRacGAP-stimulated Rac1 GTP hydrolysis, ADP Hunter fluorescence; higher % means a stronger effect; GST-tagged Rac1 F28L mutant substrate; inhibition, % at 30 µM, or IC50 in µM where a hit was titrated; 340,000 tested, 0.6% active; AID 624330;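 active means first-screen hits whose inhibition reached a set limit at any dose in the follow-up dose series; inconclusive means inhibition above the set first-screen limit but never retested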;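 further: fluorescence reports GDP produced by GAP-driven GTP hydrolysis; strong numbers were not always called active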
WT yeast gro inh: growth inhibition of WT yeast, mitochondrial fusion screen | mitochondrial fusion phenotypic screen, WT strain | 190,000 tested, 2.1% active | inhibition, % at 10 µM; in the data active means inhibition above about 58%; tested in S. cerevisiae
PhoP inhibition: inhibitors of PhoP regulon expression, primary screen, Salmonella Typhimurium, GFP reporter (AID 1863); S. Typhimurium PhoP-regulated promoter GFP reporter, 4 h; higher % means a stronger effect; inhibition, % at 50 µM; hits with a dose series show IC50 in µM; 300,000 tested, 0.16% active;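 active means inhibition over 29.93%, a cutoff 3 SD above the screen mean, later confirmed by dose response; inconclusive means inhibition over 29.93% but no dose response follow-up; inactive means inhibition at most 29.93% or unconfirmed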;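 further: 0% = low Mg2+ inducing control and 100% = high Mg2+ repressing control; strong numbers were not always called active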
WT yeast gro inh mutant strain: recorded beside WT yeast gro inh, whose call it bears; inhibition, %; mitochondrial fusion phenotypic screen, mutant strain inhibition
b-catenin transl cell count 5 µM: recorded beside b-catenin transl, whose call it bears; cell count; measured here: cell count, cytotoxicity flag
T cell modulator vesicle-bound %: also measured in T cell modulator; calls as there; double positive events, %; measured here: CD8+ vesicle-bound cell fraction;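 binding gate set so that unloaded-vesicle control wells show 10% double positive cells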
Myeloid diff 2 GFP+ MAC1+ %: also measured in Myeloid diff 2; calls as there; GFP+ MAC1+ double positive, %; measured here: differentiation confirmed by MAC1 staining
Numbers without * were called inactive; i = inactive; ? = inconclusive; . = no result given.

Values in the order: b-catenin transl	b-catenin transl cell count 5 µM	T cell modulator	T cell modulator vesicle-bound %	Myeloid diff 2	Myeloid diff 2 GFP+ MAC1+ %	West Nile antiviral	SV40 large T antigen	RSV antiviral HEp-2	Rac1 GTP hydrolysis	WT yeast gro inh	WT yeast gro inh mutant strain	PhoP inhibition
> O=c1[nH]c(SCc2ccccc2)nc2ccsc12
  -0.1	1123	i	52	i	0.1	0.1%	12%	2.3%	6%	-11	-21	1%
> COc1c(Br)cc(Br)cc1/C=N/NC(=O)c1cccnc1
  .	.	i	58	i	0.3	-0.1%	12%	0.6%	5%	.	.	2%
> Cc1nc(NC(=O)CCC(=O)O)sc1C(=O)N(C)C
  -2.4	969	i	26	i	1.6	0.0%	6%	0.9%	13%	-6	9	-8%
> C=CCNC(=O)Nc1ccc(Br)cc1Cl
  -2.2	974	i	58	i	0.6	-0.6%	5%	18%	1%	7	6	-8%
> CCCCC(c1nnnn1CC1CCCO1)N1CCN(c2ccccc2)CC1 (centres undefined)
  0.2	1078	i	14	i	0.5	-0.5%	24%	-2.1%	7%	-1	16	1%
> Cc1cc(C(=O)COC(=O)CC2Sc3ccccc3NC2=O)c(C)n1-c1ccc(Br)cc1 (centres undefined)
  0.6	477	i	35	i	0.7	-0.7%	17%	-0.6%	11%	52	26	7%
> O=C(Cc1n[nH]c(=O)c2ccccc12)OCC(=O)N(Cc1ccccc1)Cc1ccccc1
  -0.4	1323	i	36	i	0.8	-0.3%	8%	3.6%	10%	.	.	-12%
> Cn1c(=O)c2c(ncn2CC(=O)OCC(=O)NCc2ccc(Cl)cc2)n(C)c1=O
  0.7	1128	i	14	i	0.6	0.6%	28%	0.8%	7%	-3	9	-15%
> O=C(COC(=O)CCOc1ccccc1)NCCc1ccccc1
  .	.	i	15	i	2.4	.	23%	0.3%	-5%	.	.	4%
> CCN(CC)S(=O)(=O)c1ccc(-c2nnc(SCC(=O)N3c4ccccc4CC3C)o2)cc1 (centres undefined)
  -0.6	630	i	7	i	1.0	0.9%	2%	-2.6%	2%	13	4	-11%
> COc1ccc(NC(=S)N(CCCN2CCN(C)CC2)Cc2cccs2)cc1
  -2.2	526	i	50	i	1.3	0.1%	-14%	-0.2%	4%	0	-22	8%
> COc1ccc(Cl)cc1NC(=O)NCC1CCN(C(=O)OC(C)(C)C)CC1
  0.5	1299	i	8	i	1.1	-0.1%	7%	3.7%	-3%	.	.	1%
> COc1c2ccoc2nc2c(OC)c(O)ccc12
  1.1	1057	i	22	i	2.2	-0.8%	20µM*	5.3%	?	-5	-2	-9%
> CCOC(=O)C1=C(C)Nc2sc(C(=O)c3ccc(F)cc3)c(N)c2C1c1ccc(C(=O)OC)cc1 (centres undefined)
  3.0	1005	i	27	.	.	0.1%	12%	17%	1%	87*	3.4*	24%
> Cc1c(NC(=O)c2ccc3nsnc3c2)cccc1[N+](=O)[O-]
  .	.	i	11	i	5.5	-0.1%	5%	1.7%	11%	.	.	-1%
> COc1ccc(C(=O)Nc2cc(=O)[nH]c3ncnn23)cc1
  -2.5	1120	i	19	i	0.8	0.3%	3%	2.3%	10%	.	.	-3%
> COc1ccc(C(=O)NNC(=O)C2CCCN(C3CC(=O)N(c4ccccc4)C3=O)C2)cc1 (centres undefined)
  -0.4	1304	i	32	i	0.4	0.3%	9%	0.2%	0%	.	.	-6%
> CCS(=O)(=O)NCC(c1ccco1)N1CCN(c2ccccc2)CC1 (centres undefined)
  -2.7	1003	i	63	i	0.0	-0.6%	10%	1.2%	-2%	-14	-4	-8%
> CCCn1c(N)c(N(CCOC)C(=O)c2cc(-c3ccco3)nc3ccccc23)c(=O)[nH]c1=O
  .	.	i	19	i	1.1	0.1%	12%	2.0%	11%	.	.	-4%
> O=C(c1cccc(-c2ccccc2)c1)N1CC[C@@H](N2CCC(O)CC2)[C@H](O)C1
  .	.	i	29	i	3.3	-0.5%	15%	-1.1%	7%	.	.	8%
> CCn1ccnc1CN1CCCCC1C(=O)Nc1ccc(Oc2cccnc2)cc1 (centres undefined)
  .	.	i	9	i	7.8	2.7%	3%	-0.6%	11%	.	.	4%
> COc1cc2c(cc1OC)CN(C(=O)c1ccc(N3CCCC3)c([N+](=O)[O-])c1)CC2
  .	.	i	59	i	0.1	.	13%	12%	3%	.	.	2%
> O=C1C(=O)N(c2ccccn2)C(c2cccc([N+](=O)[O-])c2)/C1=C(/O)c1ccc(Br)cc1 (centres undefined)
  .	.	i	52	i	0.4	0.1%	11%	-0.8%	3%	.	.	-3%
> CCC(C(=O)OCCOCCN(CC)CC)c1ccccc1 (centres undefined)
  0.0	1327	i	22	i	0.1	0.1%	18%	1.3%	.	.	.	-3%
> Cn1c(Cc2ccc3c(c2)OCO3)nnc1SCC(=O)NC1CCCC1
  -2.0	1112	i	23	.	.	0.9%	15%	0.4%	.	1	-3	4%
> N#CCCCSc1nnc(-c2ccccn2)o1
  -5.9	1001	i	45	i	1.3	1.5%	13%	1.3%	6%	-2	3	6%
> Cn1c(-c2ccncc2)nc2ccccc21
  .	.	i	65	i	0.4	-0.2%	6%	1.7%	4%	.	.	4%
> O=C(Nc1cccc(C(=O)N2CCOCC2)c1)c1ncn[nH]1
  .	.	i	6	i	1.4	0.3%	1%	-0.1%	13%	-11	7	-2%
> O=C(O)C1CCCCC1C(=O)Nc1cccc2ccccc12 (centres undefined)
  -1.8	1175	i	51	i	0.9	0.2%	3%	0.5%	6%	7	-1	-1%
> Cc1ccc(-c2csc3ncnc(N4CCN(Cc5ccccc5)CC4)c23)cc1
  .	.	i	48	i	0.4	-0.9%	1%	3.0%	4%	.	.	4%
> COc1ccccc1NC(=O)c1oc2ccccc2c1NC(=O)c1cc(OC)c(OC)c(OC)c1
  .	.	i	50	?	.	.	.	0.2%	6%	.	.	.
> C=CCSc1ccc(S(=O)(=O)N2CCN(C)CC2)cn1
  .	.	i	35	i	1.3	.	.	1.3%	9%	.	.	.
> CC(C)C1=CC(=NS(=O)(=O)c2cccc([N+](=O)[O-])c2)C=C(C(C)C)C1=O
  -1.9	1411	i	56	i	0.8	-0.1%	2%	1.5%	10%	10	11	2%
> Cc1ccc(C(=O)NCCCNC(=O)COc2ccc(C)c(C)c2)cn1
  .	.	i	9	i	0.7	1.3%	-6%	0.0%	2%	.	.	7%
> C=C(C)CSc1nc2ncccc2[nH]1
  -5.0	1083	i	32	i	0.6	0.2%	10%	1.5%	0%	13	15	15%
> Cc1ccc2c(c1)N=C(c1ccc(Cl)cc1)CO2
  -14	1063	i	49	i	0.9	-0.3%	.	2.4%	3%	6	-4	12%
> O=C(Cn1cccc1C(=O)c1ccccc1)NCCN1CCOCC1
  1.1	447	i	44	i	0.8	0.3%	8%	0.9%	0%	-18	-3	-7%
> Cc1ccccc1Cn1nnc(C(=O)Nc2ccc3c(c2)OCCO3)c1N
  .	.	i	27	i	0.5	.	16%	17%	10%	.	.	4%
> O=C(Oc1ccccc1Cl)c1ccc2c(=O)n3c(nc2c1)CCC3
  .	.	i	56	i	0.9	.	26%	-1.9%	8%	.	.	-4%
> Cn1cc(C(=O)NC2CCCCC2)c(=O)c2cc(S(=O)(=O)N3CCOCC3)ccc21
  .	.	i	8	i	0.6	-0.1%	-4%	1.0%	5%	.	.	-4%
> O=C(O)c1cc(-c2ccc(N3CCOCC3)cc2)nn1-c1ccccc1Cl
  0.3	1056	i	58	i	0.0	-0.1%	9%	-1.6%	3%	-9	1	-9%
> O=C(Cc1cccc2ccccc12)Nc1nnc(-c2cccc([N+](=O)[O-])c2)s1
  -2.7	543	i	38	i	2.0	-0.3%	-12%	17%	3%	3	-23	1%
> CCC(=O)c1cc2c(cc1NC(=O)c1ccc(C)cc1)OCCO2
  .	.	i	2	i	0.8	0.7%	4%	0.5%	-1%	-4	2	9%
> COc1ccc(NC(=O)C(NS(=O)(=O)c2ccc3c(c2)CCCN3C(C)=O)C(C)C)c(OC)c1 (centres undefined)
  2.3	1424	i	22	i	0.7	-0.4%	-7%	-0.2%	4%	15	19	8%
> CC1(c2ccc3ccccc3c2)NC(=O)N(CC(=O)O)C1=O (centres undefined)
  .	.	i	22	i	0.9	1.5%	1%	2.3%	-5%	.	.	4%
> Cn1c(=O)c(C(=O)CN2CCCCC2)c(N)n(Cc2ccccc2)c1=O
  -1.0	1301	i	43	i	0.4	-0.3%	9%	-1.9%	15%	.	.	-9%
> COc1cccc(Nc2c3c(nc4c(-c5ccccc5)c(C)nn24)CCC3)c1
  4.4	976	i	32	i	0.4	-0.7%	17%	?	7%	67*	19*	24%
> OCCCC1CCCN(Cc2cn[nH]c2-c2ccc(F)cc2F)C1 (centres undefined)
  0.9	978	i	6	i	0.7	-0.9%	15%	0.8%	2%	6	18	-4%
> COC(=O)c1sccc1NC(=S)N(C)C1CCCCC1
  -0.5	1150	i	20	i	0.1	-0.6%	5%	2.8%	8%	47	17	6%
> CSS(=O)(=O)c1cccc2cccnc12
  -0.3	1358	i	20	i	0.1	0.1%	65µM*	.	.	.	.	-9%
> COc1ccc(C(=O)Nc2cc(C(=O)c3ccccc3)c(C)oc2=O)cc1
  .	.	i	34	i	1.2	-0.7%	38%	2.5%	10%	-3	-9	15%
> Cc1cc(C)c(OCC(=O)NCC(C)(C)N2CCOCC2)c(C)c1
  .	.	i	18	i	0.3	.	10%	-2.3%	9%	.	.	-4%
> CCOC(=O)c1nnn2c1nc(N1CCN(c3ccccc3)CC1)c1ccccc12
  -0.7	1264	i	20	i	0.3	0.8%	6%	5.9%	14%	.	.	-10%

The order is random; any-hit rate near 3.6%.
